FEN1 inh: blocks human flap endonuclease 1. 390,000 tested, 0.35% active. Potency, µM (titrated, usually from 114 µM), without a hit: top-dose activity change, negative = inhibition, actives largely listed as inhibitors. Recombinant FEN1 flap cleavage, fluorescence, 15 min; also: nearly all actives have a fitted effect of over 65% in size
Target sequence (P39748 whole entry, looked up): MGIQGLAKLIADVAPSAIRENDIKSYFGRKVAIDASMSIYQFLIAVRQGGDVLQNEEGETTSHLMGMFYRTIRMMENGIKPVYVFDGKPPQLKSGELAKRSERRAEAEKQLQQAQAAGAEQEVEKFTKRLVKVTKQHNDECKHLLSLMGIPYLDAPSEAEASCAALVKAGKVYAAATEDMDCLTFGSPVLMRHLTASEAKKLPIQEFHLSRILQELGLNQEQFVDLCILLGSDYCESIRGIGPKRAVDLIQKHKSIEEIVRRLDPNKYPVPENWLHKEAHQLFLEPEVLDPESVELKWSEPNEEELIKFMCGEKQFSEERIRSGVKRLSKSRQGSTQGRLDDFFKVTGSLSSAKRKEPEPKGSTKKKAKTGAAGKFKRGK
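Recombinant FEN1 (10 nM) was preincubated with pin-transferred compounds for 15 min at room temperature, then flap DNA substrate (50 nM final) was added. Plates were read at 0 and 15 min, and normalized concentration–response data were fitted to a four-parameter Hill equation.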
N370S GC mod: N370S glucocerebrosidase modulation, Gaucher chaperone candidate; N370S GC spleen homogenate, 4MU-glucoside fluorescence; Potency, µM (series often up to 59.4 µM), for the others: at the top dose activity change, negative = inhibition, hits mostly inhibitors; 330,000 tested, 0.092% active; AID 2101;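 also: 0% = full enzyme activity and -100% = no enzyme basal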
TDP1 cell CPT: DT40-hTDP1 cell growth loss with CPT | chicken DT40 Tdp1-/-;hTDP1 cells + 20 nM CPT, ATP luminescence, 48 h | Potency, µM (doses to about 46.2 µM), inactives show at the highest dose activity change, negative = growth inhibition, most hits filed as inhibitors | 420,000 tested, 12% active; also: nearly all actives have a fitted effect of over 55% in size
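Cell growth measured by CellTiter-Glo luminescence after a minimum 48 h, 37 C compound exposure with 20 nM CPT in Tdp1-knockout DT40 cells stably expressing hTDP1, seeded 400/well; qHTS titration format.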
An asterisk follows results filed as active; ? = inconclusive; / = no result given; & = joins results of further samples; [ ] = remark or other dose. Calls follow the shape of the dose curve; as a rule, active = well fitted curve in the direction sought with a large enough effect; inconclusive = small, poorly fitted or top-dose-only effect, or another doubt; inactive = no such curve, though single readings can be large; an effect the other way counts as inactive or inconclusive. Unless noted, % is scaled to controls: 0 for no effect and ±100 for the full control effect; potency is read from the fitted curve at half-maximal effect. The list is partial; the hit share may differ from the screen's.

SMILES	FEN1 inh	N370S GC mod	TDP1 cell CPT
Oc1ccc(C[C@H]2CNCCN2CCc2cc(C(F)(F)F)cc(C(F)(F)F)c2)cc1	-4%	?	10µM*
COc1ccc(N2CC(C(=O)Nc3cc(C)on3)CC2=O)cc1 (stereo unspecified)	6%	?	-26%
COC(=O)c1ccc(Cn2cnc3c(cnn3-c3ccc(Cl)cc3)c2=O)o1	18%	3%	-13%
COc1ccccc1C(O)(C(=O)NN(C)c1ccccc1)c1ccccc1OC	5%	-14%	-13%
CCN(Cc1nc2cc(Cl)ccc2c(=O)[nH]1)C(=O)c1nn(C)c(=O)c2ccccc12	5%	/	-24%
Oc1ccc(/C=N/N2CCN(c3ccccn3)CC2)cc1	24%	3%	?
CCc1ccc(-c2nn(CC(=O)NCc3ccccc3)c3c2cnc2ccc(C)cc23)cc1	-4%	/	-11%
Cc1nn(-c2cc(N3CCOCC3)ccc2N)c(=O)c2ccccc12	-9%	-1%	0%
O=C(Nc1ccc(S(=O)(=O)NC2CCCCC2)cc1)c1ccc(Br)o1	7%	-2%	?
O=C(C1CC1)N1CCc2cc(S(=O)(=O)NCCCN3CCCCC3)ccc21	17%	-2%	?
CN(C)C(=O)CSc1nnc2sc3ccccc3n12	-1%	-14%	-13%
CCOc1ccc(C2(C)CC(=O)N(C)C2=O)cc1 (stereo unspecified)	1%	-5%	17%
COc1ccc2[nH]cc(CCNC(=O)C3CCCO3)c2c1 (stereo unspecified)	10%	4%	?
O=C(NC(=S)Nc1ccc2[nH]c(=O)[nH]c2c1)c1ccccc1[N+](=O)[O-]	2%	-3%	6%
Cc1cc(C)c(C)c(OCCNCc2ccccc2)c1	2%	-6%	?
COc1ccc(CNc2nc3ccccc3n2Cc2ccc(C)cc2)cc1OC	-10%	8%	?
COCCCNc1nc2c(-c3cccc(C(F)(F)F)c3)nnn2c2ccccc12	-2%	11%	-12%
CC1COC2C(O1)N(S(C)(=O)=O)CCN2S(C)(=O)=O (stereo unspecified)	7%	4%	-7%
Cn1c2ccccc2c2ncn(Cc3ccco3)c(=O)c21	5%	5%	-12%
O=[N+]([O-])c1ccc(C(O)CN2CCN(Cc3ccccc3)CC2)cc1 (stereo unspecified)	-3%	-2%	7%
C/C(Cn1nc([N+](=O)[O-])cc1C)=N\NC(=O)COc1ccc(Cl)cc1Cl	-1%	2%	1%
CCOC(=O)Cn1c(=O)oc2cc(S(=O)(=O)N3CCCc4ccccc43)ccc21	9%	5%	-3%
COc1ccccc1N1CCN(C(=O)C2CCN(S(=O)(=O)c3cccs3)CC2)CC1	-10%	/	16µM*
Cc1cccc(CNc2ncncc2-c2ccccc2C(F)(F)F)c1	/	11%	-17%
COc1cc(OC)cc(C(=O)NNC(=O)CCc2ccccc2)c1	21%	14%	-3%
COc1ccc(OCCNC(=O)/C=C/c2ccc([N+](=O)[O-])cc2)cc1	8%	-3%	?
CC(C)C[C@H](NC(=O)OC(C)(C)C)c1nnc(SCc2cccc(F)c2)o1	-15%	27%	?
CC1Cc2ccccc2N1S(=O)(=O)c1cccc(C(=O)NNC(=O)c2ccccc2F)c1 (stereo unspecified)	8%	/	-18%
COC(=O)c1sc2nc(-c3ccccc3)c3c(c2c1N)CCCC3	0%	3%	-10%
O=C1[C@H]2[C@@H](c3ccc(F)cc3)N3C(=O)N(c4cccc(Br)c4)C(=O)[C@@]3(Cc3ccccc3)[C@H]2C(=O)N1C1CCCCC1	14%	-15%	-12%
CC(Oc1ccc2c(c1)oc(=O)c1ccccc12)C(=O)NCC1CCC(C(=O)O)CC1 (stereo unspecified)	13%	1%	-23%
CCn1c(COc2ccc(=O)n(-c3ccccc3)n2)nnc1SCc1ccc(C)cc1	-4%	13%	-28%
Cc1ccc2oc(C(=O)NCCC3CCCCO3)c(C)c2c1 (stereo unspecified)	1%	21%	?
Cn1c(SCc2n[nH]c(=S)n2-c2ccccc2)nnc1-c1ccccc1	-1%	-12%	-4%
CC(C)N1CCC(N2CCN(Cc3ccc(-c4ccc(Cl)cc4)o3)CC2CCO)CC1 (stereo unspecified)	-14%	-11%	?
CCOc1nc(C)cc(C)c1S(=O)(=O)c1ccc(Cl)cc1	-2%	8%	-7%
Nc1oc2ccccc2c(=O)c1C=O	7%	9%	1%
CCc1nn(CC(=O)NCCCN(CC(C)C)CC(C)C)c(=O)c2cc3sc(C)cc3n12	18%	/	-5%
Cn1cc(C(=O)C(=O)N2CCCc3ccccc32)c2ccccc21	4%	9%	16µM*
CC(C)OCCCN(C)C1CCN(S(=O)(=O)c2ccc(-c3ccc(=O)[nH]n3)s2)CC1	-2%	-16%	7%
N#Cc1ccccc1OCCn1cncn1	2%	0%	1%
O=S(=O)(c1ccc(Cl)nc1)N1CCC(Cc2ccccc2)CC1	5%	/	7%
CCCCN(C(=O)c1ccc(Cl)c([N+](=O)[O-])c1)c1c(N)n(CCC)c(=O)[nH]c1=O	2%	-26%	5%
OC(c1ccccn1)c1c[nH]c2ccccc12 (stereo unspecified)	-1%	-1%	-10%
C[C@@H]1NC(=O)[C@H](CCC(N)=O)NC(=O)c2cc([N+](=O)[O-])cc(I)c2NCCC[C@@H](C(N)=O)NC1=O	6%	16%	-16%

Whole records, looked up by structure:
`CCn1c(COc2ccc(=O)n(-c3ccccc3)n2)nnc1SCc1ccc(C)cc1` across the screens: FEN1 inh: -4%; N370S GC mod: 13%; TDP1 cell CPT: -28%
`CC(C)N1CCC(N2CCN(Cc3ccc(-c4ccc(Cl)cc4)o3)CC2CCO)CC1` (stereo unspecified) across the screens: FEN1 inh: -14%; N370S GC mod: -11%; TDP1 cell CPT: ?

Next records:
SMILES	FEN1 inh	N370S GC mod	TDP1 cell CPT
COC(=O)c1ccc(C(=O)N2CCCC(Nc3ccc(C(C)C)cc3)C2)cc1 (stereo unspecified)	-23%	14%	-25%
C=CCn1c(SCC(C)=O)nc2scc(-c3ccc(C)o3)c2c1=O	-6%	-1%	?
O=C(Cn1nc2c(cc1=O)CCCC2)NCc1ccc(Cl)cc1	18%	/	16µM*
O=C(c1ccc(S(=O)(=O)NCc2ccco2)cc1)N1CCN(Cc2ccccc2)CC1	1%	-5%	-25%
COCCN1C(=O)c2ccc(C(=O)Nc3nccs3)cc2C1=O	0%	1%	-5%
CC(=O)N1CCN(Cc2nc(-c3cccc(Cl)c3)no2)CC1	19%	0%	?
O=S(=O)(NCCOC12CC3CC(CC(C3)C1)C2)c1cccc2nsnc12	-15%	-10%	18µM*
O=C(CCn1nc(-c2ccccc2)c2ccccc2c1=O)Nc1ccccc1	-1%	/	-21%
Cc1cc(C)c(C)c(S(=O)(=O)N2CCN(C(=O)c3ccc4c(=O)n5c(nc4c3)CCC5)CC2)c1C	0%	-12%	?
CCCCN(CCCC)CCNC(=O)CN1C(=O)CSc2ccc(S(=O)(=O)N3CCCCC3)cc21	9%&13%	1%	?
CN1CCN(c2ccc(C(=O)c3ccc(F)cc3)cc2)CC1	-3%	-11%	?
O=C(C1=C[C@@H]2[C@H]3C(=O)N(c4ccc(Cl)cc4)C(=O)[C@H]3[C@@H](C(=O)c3ccc(Cl)cc3)N2C=C1)c1ccccc1	3%	7%	-12%
CCCCCCNC(=O)Cc1ccc(Br)cc1	-5%	7%	0%
COc1ccc(/C=N/NS(=O)(=O)c2ccc(F)cc2)cc1COc1cc(F)ccc1[N+](=O)[O-]	-2%	5%	?
Cc1ccc2cc(C3CC(c4ccco4)=NN3S(=O)(=O)c3ccccc3)c(Cl)nc2c1 (stereo unspecified)	-25%	21%	?

Nothing new here: an excerpt of the list.
SMILES	FEN1 inh	N370S GC mod	TDP1 cell CPT
COC(=O)c1ccc(C(=O)N2CCCC(Nc3ccc(C(C)C)cc3)C2)cc1 (stereo unspecified)	-23%	14%	-25%
C=CCn1c(SCC(C)=O)nc2scc(-c3ccc(C)o3)c2c1=O	-6%	-1%	?
O=C(Cn1nc2c(cc1=O)CCCC2)NCc1ccc(Cl)cc1	18%	/	16µM*
O=C(c1ccc(S(=O)(=O)NCc2ccco2)cc1)N1CCN(Cc2ccccc2)CC1	1%	-5%	-25%

Additional results.
SMILES	FEN1 inh	N370S GC mod	TDP1 cell CPT
CC1(C)C(=O)NCCN1C(=O)CSc1nccc(-c2ccc(Br)cc2)n1	-16%	-3%	?
O=C(CCc1nc2ccccc2c(=O)[nH]1)OCC(=O)c1cccc(Cl)c1	1%	3%	-2%
CCOc1ccc(S(=O)(=O)NCC(c2ccc(N(C)C)cc2)N2CCc3ccccc32)cc1 (stereo unspecified)	-12%	/	?
O=S(=O)(Nc1ccc(N2CCCCC2)cc1)c1cccs1	-15%	2%	?
NS(=O)(=O)c1ccc(CCNC(=O)COC(=O)C2CCC2)cc1	-2%	0%	-8%
COc1ccc(C(C)(C)C)cc1NC(=O)C1CC=CCC1C(=O)O (stereo unspecified)	1%	12%	?
O=C(O)Cc1sc(Nc2ccccc2Cl)nc1-c1ccccc1	-3%	/	-10%
Cc1ccc(-c2cc(=O)c3cc(C)ccc3[nH]2)cc1	-6%	-2%[89.1 µM]	5.2µM*
O=C(NCCSCc1ccccc1)c1cc(S(=O)(=O)N2CCOCC2)ccc1F	12%	-1%	12µM*
CN1c2ccc([N+](=O)[O-])cc2N(C)C1(C)c1ccccc1 (stereo unspecified)	-28%	28%	?
COc1ccc(-c2noc(CSCC(=O)Nc3cccc(C(F)(F)F)c3)n2)cc1OC	-17%	/	1%
O=C(NC1CCCCC1)c1cc(C(=O)c2ccccc2Br)c[nH]1	14%	?	-16%
CN(CC(=O)Nc1ccc(N2CCOCC2)cc1)C(=O)C1CCCC1	0%	-7%	-13%
Cc1noc(C)c1COc1cccc(C(=O)NC(C)(C)C)c1	4%	-7%	-6%
Nc1cccc[n+]1C(c1ccnc2ccccc12)[n+]1ccccc1N	-18%	/	1.1µM*
CCC(CO)Oc1cc(NC(=O)c2cccc3ccccc23)c2ncn(C(C)C)c2c1 (stereo unspecified)	-10%	/	?
O=C1NCCN(CC2CCN(CCc3ccc(Cl)c(Cl)c3)CC2)C1=O	-9%	/	1%
CC1CCc2nc3ncn(Cc4ccccc4F)c(=O)c3cc2C1 (stereo unspecified)	-3%	/	?
Cc1cccc(NC(=O)/C(C#N)=C/c2ccc(Cl)cc2)n1	-15%	0%	-13%
CCOC(=O)CSc1nnc(NC(=O)c2cccc(S(=O)(=O)N3CCCCC3)c2)s1	-3%	-1%	-23%
CC(=O)N=Nc1[nH]c(N)c2ccccc12	-7%	-12%	17%
CCN(CC)S(=O)(=O)c1ccc2c(c1)nc(CN(C)C(=O)Nc1ccc(C)c(F)c1)n2C	-13%	/	?
N#Cc1cccc(NC(=O)N2CC3(CCN(C(=O)c4cccc(F)c4)CC3)C2)c1	/	4%	-7%
COC(=O)C1(Cc2ccc(O)c(CC3OC3(C)C)c2)OC(=O)C(O)=C1c1ccc(O)cc1 (stereo unspecified)	-13%	-21%	19%
Cc1ccc(-n2cc(CNCCN3CCOC3=O)c(-c3ccc(F)cc3)n2)cc1	-6%	-10%	23µM*
COC(=O)C1=C(C)NC(C)=C(C(=O)OC)C1C(=O)OCC(=O)c1ccc(F)cc1	1%	-7%	24%
COC(=O)C1=C(C)NC(=O)C1(Nc1ccc(Cl)cn1)C(F)(F)F (stereo unspecified)	7%	0%	1%
CCOc1cc(/C=C/C(=O)c2ccc(C)cc2)ccc1OCC(=O)N(C)C	7%	-9%	18µM*
COC(=O)CC1Oc2ccc(F)cc2-n2cc(-c3ccc(Cl)cc3)nc21 (stereo unspecified)	-4%	/	9.2µM*
CSc1ccccc1NC(=O)c1c(C)noc1C	-5%	1%	-4%
COc1ccc2c(c1)c1c(c(=O)n(-c3ccccc3C)c(=O)n1Cc1c(F)cccc1Cl)n2C	0%	/	-8%
O=c1[nH]c(=O)c2nnc(N/N=C/c3ccccc3F)nc2[nH]1	-2%	-6%	-1%
CC1CCN(CCC(=O)Nc2ccc3c(c2)CCC3)CC1	-15%	-3%	-15%
O=C(CCCN1C(=O)c2cccnc2C1=O)Nc1ccc(Br)cc1	3%	-1%	6%
O=C(c1ccc(Cl)c(S(=O)(=O)N2CCCCCC2)c1)N1CCN(c2ccccc2O)CC1	14%	14%	?
CC(C)c1ccc(S(=O)(=O)N2CCC(C(=O)NCC3(N(C)C)CCCCC3)CC2)cc1	-13%	-11%	-29%
CC1CC(=O)N(CC(=O)N2CCCC2)c2ccccc2S1 (stereo unspecified)	-7%	-3%	-6%
CCOc1ccc(Nc2nc(N3CCCCC3)nc(N3CCCCC3)n2)cc1	8%	-17%	-21%

Some values from the results shown.
Result for Cc1noc(C)c1COc1cccc(C(=O)NC(C)(C)C)c1 in N370S GC mod: -7%
Result for COC(=O)c1ccc(C(=O)N2CCCC(Nc3ccc(C(C)C)cc3)C2)cc1 (stereo unspecified) in N370S GC mod: 14%
Result for O=C(NCCSCc1ccccc1)c1cc(S(=O)(=O)N2CCOCC2)ccc1F in FEN1 inh: 12%
Result for O=C(Nc1ccc(S(=O)(=O)NC2CCCCC2)cc1)c1ccc(Br)o1 in FEN1 inh: 7%
Result for CC1(C)C(=O)NCCN1C(=O)CSc1nccc(-c2ccc(Br)cc2)n1 in N370S GC mod: -3%
Result for COc1ccc(CNc2nc3ccccc3n2Cc2ccc(C)cc2)cc1OC in FEN1 inh: -10%

Screening results from PubChem.
